# KKLEB tox: counter-screen for CF NF-kB inhibitors: cytotoxicity. KKLEB CF airway cells viability, ATPlite luminescence, overnight; active compounds read low; cells stimulated with P. aeruginosa culture filtrate. activity change (cytotoxicity), % at 5 µM. 360,000 compounds, 0.36% hits. AID 602141;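 active = corrected activity change at or below -50% at 5 µM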
# CF NFkB block: blocks PAF-induced NF-kB reporter in cystic fibrosis cells. 360,000 compounds, 0.86% hits. KKLEB NF-kB-GFP reporter, GFP fluorescence overnight. inhibition, % at 5 µM;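 active = at least 50% inhibition at 5 µM, scaled per plate between neutral and stimulator controls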;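 also: PAF is a Pseudomonas aeruginosa culture filtrate used as stimulus; plate controls were PAF-stimulated DMSO wells for no effect and unstimulated DMSO wells for full effect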
# TROY signal inh: TROY signaling inhibition; 360,000 compounds, 0.98% hits; inhibition, % at 10 µM; Q293 LMP1-TROYcd NF-kB luciferase reporter, 4 h;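 active = compounds whose plate-normalised and pattern-corrected inhibition of the luciferase reporter signal at the single screening dose is 50% or more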
# NCOA1 inh: inhibitors of human steroid receptor coactivator 1 (SRC1). HEK293 GAL4-SRC1 luciferase reporter, luminescence. inhibition, % at 3.6 µM. 360,000 compounds, 0.12% hits. AID 588354;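 active = inhibition above the campaign mean plus 3 SD, with each screening campaign given its own cutoff, cut at about 60% in these data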;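 also: 0% = DMSO treated cells and 100% = gossypol at 36 µM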
# EBV LMP1 NFkB: inhibitors of Epstein-Barr LMP1-induced NF-kappaB reporter | LMP1-induced NF-kappaB luciferase reporter cells, luminescence | inhibition, % at 12.5 µM | 350,000 compounds, 0.69% hits | AID 504558; in the data active = inhibition above about 41%; inconclusive = no clear call, values can overlap the other calls;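 also: 0% = neutral control wells and 100% = reference inhibitor control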
# LRH-1 inv ag: NR5A2 inverse agonism in reporter assay; O00482; HEK293T StAR-luciferase reporter, LRH-1 transfected, 24 h; inhibition, % at 3.6 µM; 360,000 compounds, 0.13% hits;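 active = inhibition above the mean inhibition of all tested compounds plus 3 SD, cut at about 73% in these data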;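 also: 0% = DMSO wells and 100% = reporter-only cells lacking LRH-1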
# Target sequence (O00482 whole entry, looked up): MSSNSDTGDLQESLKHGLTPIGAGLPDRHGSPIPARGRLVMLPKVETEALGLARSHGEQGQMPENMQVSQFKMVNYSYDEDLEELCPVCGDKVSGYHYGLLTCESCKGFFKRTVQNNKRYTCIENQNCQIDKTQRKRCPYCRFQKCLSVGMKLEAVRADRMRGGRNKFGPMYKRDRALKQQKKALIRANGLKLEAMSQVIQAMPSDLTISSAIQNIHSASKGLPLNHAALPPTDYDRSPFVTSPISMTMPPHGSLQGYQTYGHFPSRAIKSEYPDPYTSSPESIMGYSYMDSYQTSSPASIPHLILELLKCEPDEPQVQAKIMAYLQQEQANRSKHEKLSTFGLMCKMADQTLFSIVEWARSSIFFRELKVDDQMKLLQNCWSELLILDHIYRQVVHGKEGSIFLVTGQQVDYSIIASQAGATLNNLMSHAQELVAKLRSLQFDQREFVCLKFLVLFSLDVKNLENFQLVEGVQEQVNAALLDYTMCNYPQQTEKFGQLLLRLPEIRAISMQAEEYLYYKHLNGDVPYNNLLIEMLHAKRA
# Shn3 inh set2: inhibitors of Schnurri-3 3'UTR reporter in osteoblasts | Clone20 osteoblast Shn3 3'UTR firefly luciferase, 24 h | inhibition, % at 12.5 µM | 360,000 compounds, 0.52% hits | AID 588674;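 active = mean inhibition of at least 75% with every replicate also reaching 75%; inconclusive = mean inhibition at least 75% but some replicate below; inactive = mean inhibition below 75%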;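 also: 0% = median of neutral control wells and 100% = pilot-screen positive control compound; some compounds past the cut are filed as inactive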
# TWEAK Fn14 block: TWEAK-Fn14 signaling inhibition. AID 1159606. TWEAK-stimulated Fn14 reporter cells, luciferase luminescence, 8 h. inhibition, % at 10 µM. 360,000 compounds, 2% hits; in the data active = inhibition above about 50%
# C8 TRAIL sens: sensitizes caspase-8 expressing cells to TRAIL; NB7+C8 cells + TRAIL, ATPlite viability luminescence; inhibition (viability loss, TRAIL sensitization), % at 10 µM; 360,000 compounds, 1% hits; AID 624354;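 active = compounds causing at least 50% loss of cell viability in the single-dose screen, relative to plate controls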
# NR2F2 inh: blocks human COUP-TFII nuclear receptor. P24468. HEK293T NGFI-A luciferase reporter, luminescence. inhibition, % at 8.6 µM. 370,000 compounds, 0.7% hits;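 active = inhibition above a per-plate cutoff, mean inhibition of test wells between control levels plus 3 SD, cut at about 38% in these data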;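 also: cells cotransfected with COUP-TFII expression vector driving the NGFI-A reporter; 0% = median of COUP-TF2 test wells and 100% = reporter-only cells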
# Target sequence (P24468 whole entry, looked up): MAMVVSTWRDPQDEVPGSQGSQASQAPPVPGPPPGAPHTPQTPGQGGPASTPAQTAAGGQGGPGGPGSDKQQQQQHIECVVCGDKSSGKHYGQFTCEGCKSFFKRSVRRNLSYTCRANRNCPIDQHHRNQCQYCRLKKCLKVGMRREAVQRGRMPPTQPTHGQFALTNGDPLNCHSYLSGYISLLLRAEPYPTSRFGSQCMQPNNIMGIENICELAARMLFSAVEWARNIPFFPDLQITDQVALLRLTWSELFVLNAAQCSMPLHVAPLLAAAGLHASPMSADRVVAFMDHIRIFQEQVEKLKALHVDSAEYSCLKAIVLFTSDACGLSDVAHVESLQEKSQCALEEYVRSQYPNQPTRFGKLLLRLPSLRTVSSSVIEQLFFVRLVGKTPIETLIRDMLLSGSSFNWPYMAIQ
# SRC3 inh: inhibits human SRC3 coactivator; 360,000 compounds, 0.17% hits; Q9Y6Q9; AID 588352; inhibition, % at 3.6 µM; HEK293 GAL4-SRC3 luciferase reporter, luminescence;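 active = inhibition above a per-campaign cutoff, the mean of all compounds plus 3 SD, cut at about 60% in these data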;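 also: 0% = DMSO-treated cells and 100% = gossypol-treated cells at 36 µM; higher means less SRC3-driven luciferase light from the GAL4 reporter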
# Starred values were filed as active, the others as inactive; u = inconclusive; x = no result given. Only part of the results is shown; count on the stated rates, not on these rows.
SMILES,KKLEB tox,CF NFkB block,TROY signal inh,NCOA1 inh,EBV LMP1 NFkB,LRH-1 inv ag,Shn3 inh set2,TWEAK Fn14 block,C8 TRAIL sens,NR2F2 inh,SRC3 inh
CCN(CC)S(=O)(=O)c1ccc(C(=O)NCc2n[nH]c(=S)n2Cc2ccccc2)cc1,-9,-25,13,-5,0,0,23,11,-12,x,8
Cc1ccnc(NC(=O)c2ccc3[nH]c(=O)c(=O)[nH]c3c2)c1,0,-9,-9,0,-5,11,-23,23,0,-10,8
Cc1ccc(NC(=O)Cn2c(=O)oc3cc(S(=O)(=O)N4CCC(C)CC4)ccc32)cc1C,-4,-5,19,0,-18,3,68,37,-1,31,-9
Cn1c(-c2c(N)n(-c3ccccc3)c3nc4ccccc4nc23)nc2ccccc21,6,-51,-7,-6,-1,-7,15,-36,26,0,3
CCOC(=O)c1ccc2nc(NC(=O)c3cccs3)sc2c1,-2,-4,14,-106,-16,-139,-39,18,30,-22,-99
Cc1cccc(C)c1NC(=O)CN1C(=O)S/C(=C\c2cccn2C)C1=O,-20,17,-6,8,-13,-10,3,-27,0,-4,0
CCc1cccc(CC)c1NC(=S)Nc1cccc(Cl)c1Cl,5,7,-1,9,-5,-10,8,3,4,-17,-14
NS(=O)(=O)c1ccc(NC(=O)CN2CCc3ccccc32)cc1,15,-30,10,16,3,2,x,-20,-5,-3,12
O=C(NCC1COc2ccccc2O1)c1cccc(S(=O)(=O)N2CCN(c3ccccc3)CC2)c1 (stereo not given),-16,15,22,0,9,6,60,43,3,37,12
CC(=O)NC(c1ccccc1)c1nc(-c2cccc(F)c2)cs1 (stereo not given),-9,2,-10,-2,x,3,4,11,1,8,-2
CCN(Cc1ccc(OC)c(F)c1)C(=O)c1oc2ccccc2c1COC,-20,18,-2,4,5,8,17,-7,11,1,-35
Cc1ccc(C2=NN(C(=O)CSc3nc(N)cc(N)n3)C(c3ccco3)C2)cc1 (stereo not given),-15,18,-20,9,-9,-2,9,9,5,8,-3
O=C(CCc1nnc2ccc(NCc3ccco3)nn12)N1CCN(c2ccccc2)CC1,-3,-6,-10,-15,-1,-8,0,16,-10,-7,-25
O=C(NC1CCCC1)C1CCN(C(=O)c2cc(Cl)ccc2Cl)CC1,-8,-11,-9,3,22,-5,0,9,4,5,-1
COC(=O)c1c(NC(=O)c2ccc(OC(C)C)cc2)sc2c1CC(C)(C)NC2(C)C,-14,22,-3,-23,-63,-5,12,-131,72*,-26,-5
Cc1ccc(S(=O)(=O)N2CCCCC2)cc1C(=O)NCCCN1CCOCC1,8,-20,12,-11,-2,-23,3,-8,-17,5,-3
O=C(/C=C/c1ccc(O)c([N+](=O)[O-])c1)c1ccc2ccccc2c1,18,-8,36,-6,u,-9,-5,31,4,15,10
CCCCN(C)C(=O)c1sc(=O)n(CC(=O)c2ccccc2OC)c1C,13,-36,1,-10,x,4,4,-16,-6,8,4
CCOC(=O)C1=C(c2cccc(F)c2)NC(=S)NC1C (stereo not given),6,-7,8,-3,9,20,-12,-10,-6,4,-3
COC(CNC(=O)c1ccc2c(c1)ncn2-c1cccc(C)c1)OC,6,-1,-1,2,6,6,-58,-10,-8,1,3
O=C(COC(=O)Cc1ccc(F)cc1)NCCc1ccccc1,11,-14,5,12,-9,43,-10,3,1,3,23
O=C(Nc1ccccc1)c1ccc(-c2ccccc2Cl)o1,2,-36,-87,-66,-7,-106,-55,-53,10,-44,-72
CC(C)(C)c1ccc(C(=O)Nc2ccc(NC(=O)c3ccco3)cc2)cc1,-4,10,11,-4,-9,-8,-1,-3,-13,-1,6
CCSc1cc(N2CCOCC2)nc(-c2ccc(Cl)cc2)n1,7,-3,13,7,6,7,-18,-17,0,0,29
CCOC(=O)c1c(/N=C/C2=C(O)CC(C)(C)CC2=O)sc2c1CCCC2,9,1,-8,5,x,-8,5,2,9,3,11
C[C@@H]1CCC[C@H](C)N1NC(=O)c1ccc(Cl)c(S(N)(=O)=O)c1,-3,-20,5,-4,-20,-7,-12,11,1,9,5
COc1ccc2sc(N(CCCN(C)C)C(=O)c3ccc(S(=O)(=O)N4CCCC4)cc3)nc2c1,-19,12,-9,-11,-12,-2,-10,1,16,-12,-5
CN(C)S(=O)(=O)c1cccc(NC(=S)N/N=C/C2CC=CCC2)c1 (stereo not given),-8,11,-15,-21,-5,-14,-6,-19,-5,-1,0
CCOC(=O)C1=CCC(c2ccc(CC)cc2)N(S(=O)(=O)c2ccc(C)cc2)C1 (stereo not given),-14,16,18,9,x,10,-4,14,3,2,7
Clc1ccc(C(c2nnnn2C2CCCC2)N2CCN(Cc3ccncc3)CC2)cc1 (stereo not given),-5,14,1,-2,-4,-1,-10,-16,-4,-11,-31
OC(CN1CCN(C(c2ccccc2)c2ccccc2)CC1)c1ccccc1 (stereo not given),-3,-11,-18,6,-6,-8,3,5,2,x,4
CCCS(=O)(=O)NC(=O)C1(C)CCN(C(=O)c2cc(C)oc2C)C1 (stereo not given),-6,5,2,-1,x,13,-6,-8,-1,-4,21
CN1CCN(C2CN(Cc3cn(Cc4cccc(Cl)c4)nn3)S(=O)(=O)C2)CC1 (stereo not given),x,x,0,x,x,1,x,-10,4,0,x
COc1ccc(N2CCN(C(=O)CNC(=O)c3ccc(Br)o3)CC2)cc1,2,2,-4,-16,9,-11,-6,1,-11,5,22
Cc1cc(NS(=O)(=O)c2ccc(NC(=O)/C=C/c3cccc(Cl)c3)cc2)no1,1,-7,15,-7,7,-36,-5,8,2,11,-4
C[C@H]1CN([C@@H](C)CO)C(=O)c2cc(C#Cc3ccccn3)cnc2O[C@@H]1CN(C)Cc1ccccc1,6,-18,3,2,3,20,-3,3,2,1,-1
CCCCC1(C)NC(=O)N(CC(=O)Nc2ccc(Cl)cc2C)C1=O (stereo not given),0,9,-4,-11,-4,3,-15,-3,-5,-8,4
CCC1Oc2ccc(C)cc2N(CC(=O)NCCCN2CCOCC2)C1=O (stereo not given),6,-2,6,-15,-2,0,-14,19,0,-2,6
Cc1cccc(NC(=O)CN2C(=O)N/C(=C\c3ccccc3OCc3ccc(C(=O)O)cc3)C2=O)c1,8,-5,0,-8,-9,-1,4,-10,-11,-12,-5
O=C(OCC(=O)C12CC3CC(CC(C3)C1)C2)c1ccc(O)cc1,-10,12,-50,-10,-12,-17,-6,-31,-2,-18,-6

# Filtered by structure, the compounds so far containing a thiophene ring, fused or not.
SMILES,KKLEB tox,CF NFkB block,TROY signal inh,NCOA1 inh,EBV LMP1 NFkB,LRH-1 inv ag,Shn3 inh set2,TWEAK Fn14 block,C8 TRAIL sens,NR2F2 inh,SRC3 inh
CCOC(=O)c1ccc2nc(NC(=O)c3cccs3)sc2c1,-2,-4,14,-106,-16,-139,-39,18,30,-22,-99
COC(=O)c1c(NC(=O)c2ccc(OC(C)C)cc2)sc2c1CC(C)(C)NC2(C)C,-14,22,-3,-23,-63,-5,12,-131,72*,-26,-5
CCOC(=O)c1c(/N=C/C2=C(O)CC(C)(C)CC2=O)sc2c1CCCC2,9,1,-8,5,x,-8,5,2,9,3,11

# (continued)
SMILES,KKLEB tox,CF NFkB block,TROY signal inh,NCOA1 inh,EBV LMP1 NFkB,LRH-1 inv ag,Shn3 inh set2,TWEAK Fn14 block,C8 TRAIL sens,NR2F2 inh,SRC3 inh
Cc1cccc(CCN2C(N(C)C)=NC[C@@H]2CC(C)C)c1,2,-32,2,-18,1,16,82,-12,18,-6,15
COc1ccc(CNC(=O)c2cccc(C)c2[N+](=O)[O-])cc1,-3,14,4,-9,3,-3,-18,10,1,1,-9
COc1ccc(Cl)cc1NC(=O)CCc1ccccc1,4,5,2,7,0,-26,-17,-17,1,20,-8
O=C(NCc1ccccc1)C(c1ccccc1)N(Cc1ccc2c(c1)OCO2)C(=O)Cc1cccs1 (stereo not given),0,13,27,-35,-1,5,34,38,16,21,5
O=C(C(Cc1ccccc1)N1C(=O)C2C3CCC(C3)C2C1=O)N1CCCCC1 (stereo not given),-2,9,2,12,-5,-2,-24,12,-6,-14,2
CC(C)NC(=O)CN1C(=O)CSc2ccc(S(=O)(=O)N3CCCC3)cc21,2,0,0,5,-2,5,-2,-14,0,-10,3
Cc1cc(N2CCOCC2)nc2ccc(NC(=O)C3CCCCC3)cc12,13,-12,-17,-17,x,-10,-14,-54,12,-10,-6
CCc1nnc(NC(=O)CSc2nc(N)c(NC(=O)c3ccc(OC)cc3)c(=O)[nH]2)s1,16,6,7,8,5,-6,-12,-12,12,8,-2
CCOC(=O)c1c(NC(=O)CN2CCN(C(=O)c3ccco3)CC2)sc(C(N)=O)c1C,-3,6,5,-4,2,16,-18,-21,-1,-2,-6
O=C(CN1CCN(c2cccc(Cl)c2)CC1)Nc1ccc([N+](=O)[O-])cc1C(=O)Nc1ccccc1F,-12,8,1,-17,10,-10,5,24,-3,12,2
O=C(CSc1nnc2c(n1)[nH]c1ccccc12)Nc1cccc(S(=O)(=O)N2CCOCC2)c1,-24,-4,31,-3,3,11,33,4,23,6,5
O=C(Nc1cccc(F)c1)C1C2C=CC3(CN(CCCN4CCOCC4)C(=O)C13)O2 (stereo not given),11,-2,-5,-19,19,12,4,2,4,-3,-22
O=C(OCC(=O)N1CCN(C(=O)c2ccco2)CC1)c1cc(-c2cccc(Br)c2)nc2ccccc12,-3,-30,5,-1,5,-1,6,6,35,22,7
CCCCCc1cc(=O)oc2c(C(CCN(CC)CC)c3ccc(N(C)C)cc3)c(OC)cc(OC)c12 (stereo not given),-36,26,5,-3,0,-10,13,7,26,27,5
C/C(=N\NC(=O)CN(c1ccc(C)cc1)S(C)(=O)=O)c1cccs1,1,-3,-10,2,6,-4,-2,9,-8,-1,7
CC(=O)Nc1cccc(NC(C)=O)n1,3,-2,18,-9,6,-2,67,-13,-16,6,4
Cc1nc(N/N=C/c2ccc(Br)cc2)cc(N2CCOCC2)n1,-5,9,-6,5,-6,2,5,-11,0,-11,7
CC(=O)N(C)c1ccc(NC(=O)c2cnn(C)c2)cc1,-10,-5,-1,10,-1,1,18,-4,-1,-6,12
COc1ccc(CNC(=O)CN2C(=O)C(c3ccccc3)Oc3cccnc32)cc1 (stereo not given),1,12,5,-15,1,3,3,1,-8,14,0
COc1ccc(NC(=O)C2CCCNC2)cc1OCC(C)C (stereo not given),4,-3,-2,4,-9,3,74,-4,-7,3,0
CCN(C(=O)CN1C=NS(=O)(=O)c2ccccc21)c1ccccc1,2,3,14,9,0,12,-8,0,-10,-4,9
CSc1ccc(/C=C(\NC(=O)c2ccc(C)cc2)C(=O)NN)cc1,5,-3,-11,16,x,-5,-37,19,11,-22,5
CCCn1c(=N)c(C#N)cc2c(=O)n3ccccc3nc21,11,-59,-8,-12,-3,15,-1,-4,-10,22,11
O=C(CNC(=O)c1cccc(OC(F)F)c1)OCC(=O)c1ccccc1,2,5,3,3,-2,-1,0,10,2,5,17
CSc1cccc(NC(=O)C2C3C=CC4(O3)C2C(=O)N(CCN2CCOCC2)C4C(=O)NC2CCCCC2)c1 (stereo not given),0,-11,-18,-29,0,1,-1,17,-2,-8,-9

# High-throughput results from PubChem BioAssay.
